HKDC1 inhibitor = HKDC1 (human) hexokinase inhibition | Q2TB90 | recombinant HKDC1, G6PDH/diaphorase resazurin coupled fluorescence | inhibition, % at 20 µM | 340,000 compounds, 0.16% hits | AID 493160;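 active = inhibition above about 35% when tested at 20 µM, limit read from the data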;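 also: plate controls were DMSO wells with enzyme for no effect and DMSO wells lacking enzyme for full effect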
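Test system: HK5 enzyme. Quantity: 5 µg/mL HK5 final. Reagent: glucose and ATP substrates. Schedule: 90 min reaction incubation at room temperature, dark. Technique: resazurin-to-resorufin fluorescence via G6PDH and diaphorase coupling, 525/613 nm. Control set: DMSO wells with and without enzyme mix.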
mIAP inh = blocks mouse intestinal alkaline phosphatase. 330,000 compounds, 0.2% hits. purified mouse IAP, CDP-Star luminescence, 30 min. inhibition, % at 10 µM;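 active = inhibition of at least 40% at 10 µM in the primary screen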;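 also: plate controls were DMSO with enzyme for no effect and no enzyme wells for full effect; values of inactives mirror those of a sister screen read the other way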
mIAP act = mouse IAP activation. 330,000 compounds, 0.24% hits. AID 2805. muIAP, CDP-Star luminescence, 30 min; stronger effect = higher value; 1 = vehicle-only enzyme signal, 0 = enzyme-free wells. activation factor at 10 µM;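 active = activation factor of at least 2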; also: the source names both 10 and 20 µM as test concentration; values of inactives mirror those of a sister screen read the other way
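also added = chemiluminescent substrate CDP-Star | test system = mouse IAP enzyme | signal = chemiluminescence readout | compound = DMSO-dissolved test compounds | incubation = 30 min at room temperature | benchmarks = DMSO wells, no-enzyme wells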
hIAP block = blocks human intestinal alkaline phosphatase | AID 2544 | purified IAP, CDP-Star luminescence, 30 min | inhibition, % at 10 µM | 330,000 compounds, 0.12% hits | P09923;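 active = inhibition reaching a set limit with compound at 10 µM in the primary screen, cut at about 35% in these data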;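 also: plate controls were DMSO wells with enzyme for no effect and no-enzyme buffer wells for full effect; values of inactives mirror those of a sister screen read the other way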
Target sequence (P09923 whole entry, looked up): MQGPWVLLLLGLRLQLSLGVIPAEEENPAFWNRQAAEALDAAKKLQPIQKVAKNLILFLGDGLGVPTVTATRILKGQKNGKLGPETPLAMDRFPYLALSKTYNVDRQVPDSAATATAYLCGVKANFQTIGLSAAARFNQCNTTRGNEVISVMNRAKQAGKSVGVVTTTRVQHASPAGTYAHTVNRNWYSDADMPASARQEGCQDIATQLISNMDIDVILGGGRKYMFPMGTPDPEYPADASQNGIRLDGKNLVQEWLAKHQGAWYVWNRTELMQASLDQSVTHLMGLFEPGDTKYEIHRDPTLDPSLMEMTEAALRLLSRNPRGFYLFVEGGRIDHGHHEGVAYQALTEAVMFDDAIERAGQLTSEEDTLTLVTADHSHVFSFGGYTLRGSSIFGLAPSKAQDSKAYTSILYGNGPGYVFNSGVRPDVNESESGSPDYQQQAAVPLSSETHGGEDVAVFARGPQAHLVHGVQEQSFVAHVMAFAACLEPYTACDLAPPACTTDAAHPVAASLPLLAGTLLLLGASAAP
hIAP act = human IAP activation; P09923; purified human IAP, CDP-Star luminescence, 30 min; stronger effect = higher value; 1 = vehicle-only enzyme, 0 = enzyme-free background; activation factor at 10 µM; 330,000 compounds, 0.16% hits; AID 2524;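 active = activation factor of the enzyme at least 2-fold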; also: the source names both 10 and 20 µM as test concentration; values of inactives mirror those of a sister screen read the other way
PfGluPho inh = PfG6PD (Plasmodium falciparum) enzyme inhibition; PfGluPho enzyme, NADPH resazurin-diaphorase fluorescence; inhibition, % at 20 µM; 350,000 compounds, 0.78% hits; AID 504690;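 active = inhibition reaching at least a set limit at 20 µM in the primary screen, cut at about 59% in these data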;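 also: 0% = DMSO wells with substrate and 100% = DMSO wells lacking glucose-6-phosphate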
APOBEC3A inh = human APOBEC3A DNA deaminase inhibition. recombinant A3A, FAM/TAMRA ssDNA deamination fluorescence. inhibition, % at 20 µM. 330,000 compounds, 0.41% hits;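 active = at least 40% inhibition at 20 µM here, with at most 30% in a related deaminase screen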;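 also: plate controls were A3A with DMSO for no effect and wells lacking A3A enzyme for full effect; some results filed as inactive read as strong as hits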
ATG4B inhibitor = inhibitors of human ATG4B cysteine protease | inhibition, % at 8.33 µM | Q9Y4P1 | AID 504462 | ATG4B cleavage of LC3-PLA2, NBD-HPC fluorescence, 1 h | 340,000 compounds, 0.51% hits; in the data active = inhibition above about 40%
Target sequence (Q9Y4P1 whole entry, looked up): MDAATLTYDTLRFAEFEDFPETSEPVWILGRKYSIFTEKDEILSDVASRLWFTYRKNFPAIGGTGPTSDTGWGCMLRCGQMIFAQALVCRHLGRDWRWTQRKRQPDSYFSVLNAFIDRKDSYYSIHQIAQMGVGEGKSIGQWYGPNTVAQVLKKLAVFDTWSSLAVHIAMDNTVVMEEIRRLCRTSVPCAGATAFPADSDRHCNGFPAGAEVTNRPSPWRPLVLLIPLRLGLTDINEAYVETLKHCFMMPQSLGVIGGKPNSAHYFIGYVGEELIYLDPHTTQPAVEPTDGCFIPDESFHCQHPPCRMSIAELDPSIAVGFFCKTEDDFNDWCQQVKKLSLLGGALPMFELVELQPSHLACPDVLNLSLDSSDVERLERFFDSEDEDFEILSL
* hit, by the source's call; . = not tested or not shown.

SMILES	HKDC1 inhibitor	mIAP inh	mIAP act	hIAP block	hIAP act	PfGluPho inh	APOBEC3A inh	ATG4B inhibitor
COc1cc(NS(=O)(=O)c2ccc(N/C=C(\C=O)c3nc4cc(Cl)ccc4o3)cc2)nc(OC)n1	7	5	0.95	-26	1.3	-18	0	6
Nc1ccccc1-c1ccccc1N	-1	11	0.89	4	0.96	5	-4	-2
Cc1cc(NC(=O)CCC(=O)N(Cc2cccs2)C(C(=O)NC2CCCC2)c2ccccc2)no1 (configuration not stated)	-4	-21	1.2	-19	1.2	20	0	-2
COc1ccc(-c2nc(SCC(=O)N3CCCC3)n[nH]2)cc1	4	8	0.92	11	0.89	-8	-2	6
CC(C)c1ccc(CN2C(=O)c3ccccc3S2(=O)=O)cc1	1	5	0.95	11	0.89	-12	-1	-5
CCn1c2ccccc2c2cc(NC(=O)CSc3nnnn3-c3ccccc3)ccc21	0	-7	1.1	-16	1.2	7	-1	2
Cc1ccc(/C=N/N2CCOCC2)s1	-7	4	0.96	12	0.88	-5	2	2
CCS(=O)(=O)N1Cc2ccccc2CC1C(=O)Nc1ccc(F)cc1 (configuration not stated)	-4	-7	1.1	0	1	-3	-1	-4
CC(C)(C)CN1CCNC(=O)C1CC(=O)NC1Cc2ccccc2C1 (configuration not stated)	1	3	0.97	0	1	-6	-1	8
Cc1ccnc(NC(=S)NC(=O)/C=C/c2ccco2)c1	-3	16	0.84	-9	1.1	1	3	6
COc1ccc(CC(=O)Nc2nc(-c3ccc(OC)c(OC)c3)cs2)cc1OC	-2	-14	1.1	4	0.96	0	-1	-9
O=C(Nc1ccccc1C(F)(F)F)N1CCN(C(c2ccccc2)c2ccccc2)CC1	-4	1	0.99	3	0.97	2	1	15
Cn1c(N)c(S(=O)(=O)N2CCN(Cc3ccccc3)CC2)c(=O)n(C)c1=O	-3	3	0.97	10	0.9	-13	-1	0
Cc1ccccc1NC(=S)NC(=O)c1cncc(Br)c1	-7	1	0.99	-12	1.1	-7	0	-9
CC(C)N1C(=O)CCC1C(=O)NCc1ccc(F)cc1Cl (configuration not stated)	-5	2	0.98	-2	1	1	-3	8
NS(=O)(=O)c1ccc(NC(=S)NCc2ccco2)cc1	-8	18	0.82	0	1	47	2	-1
CC(c1ccc(F)cc1)n1c(Cn2ncc3ccccc3c2=O)n[nH]c1=S (configuration not stated)	0	0	1	22	0.78	16	-6	-10
O=C(O)c1ccc(NCc2nc3ccccc3n2CCOc2ccccc2Cl)cc1	-1	8	0.92	-1	1	-19	-4	13
CC(NC(=O)Cc1ccc(F)cc1)C(c1cccs1)N1CCN(C)CC1 (configuration not stated)	-7	4	0.96	1	0.99	6	0	8
CCN(CC)c1cc(CS(=O)c2ccccc2)nc(-c2ccccc2)n1 (configuration not stated)	-1	7	0.93	7	0.93	1	-2	13
O=C(CN(C(=O)c1ccc2c(c1)OCCO2)c1ccccc1)NCC1CCCO1 (configuration not stated)	-5	-4	1	-3	1	-9	1	4
CSc1cccc(NC(=S)N(CCC(C)C)C2CCN(C(C)=O)CC2)c1	-5	-14	1.1	-32	1.3	-1	-2	-9
COc1ccccc1Nc1nc(NCC2CCCO2)c2ccccc2n1 (configuration not stated)	-3	-3	1	7	0.93	8	-1	-4
O=C(NCCc1ccc2c(c1)OCCO2)c1ccc([N+](=O)[O-])cc1Cl	-10	2	0.98	-10	1.1	-5	1	-8
Cc1cnc(NC(=O)Cc2ccccc2F)s1	1	1	0.99	8	0.92	-23	-3	-4
Other compounds follow.
SMILES	HKDC1 inhibitor	mIAP inh	mIAP act	hIAP block	hIAP act	PfGluPho inh	APOBEC3A inh	ATG4B inhibitor
CCC(Oc1ccccc1)C(=O)Nc1cc(C(F)(F)F)ccc1N1CCOCC1 (configuration not stated)	1	-1	1	6	0.94	8	3	2
CCCn1nc(C(=O)Nc2cc(C(=O)OC)ccc2C)c2ccccc2c1=O	-4	5	0.95	-8	1.1	-7	-2	3
CCNNC(=O)C(O)(Cc1ccccc1)Cc1ccccc1	-2	9	0.91	6	0.94	-8	3	12
Cc1ccc(S(=O)(=O)N2CCCCC2)cc1C(=O)Nc1ccc2cn[nH]c2c1	1	3	0.97	-13	1.1	0	1	-10
Cc1ccc(C(O)c2nc3ccccc3n2C(C)C)cc1 (configuration not stated)	-3	-3	1	3	0.97	-4	-1	2
Cc1sc(NC(=O)Cc2ccc3c(c2)OCO3)nc1-c1ccc2c(c1)CCN2C(=O)c1ccccc1F	1	4	0.96	0	1	8	-2	17
O=C(Cn1ncc2c([nH]c3ccccc32)c1=O)N1CCCCC1	-3	-4	1	-7	1.1	-10	-1	1
COCn1c(=O)c2c(nc(SC3=NCCS3)n2Cc2ccccc2C)n(COC)c1=O	18	4	0.96	-6	1.1	34	-6	34
CC(C)OP(=O)(OC(C)C)C(Nc1ccc([N+](=O)[O-])cc1)c1cccc([N+](=O)[O-])c1 (configuration not stated)	1	4	0.96	6	0.94	7	-2	-16
CSc1ccccc1NC(=O)C1C2CCC(C2)C1C(=O)O (configuration not stated)	-11	-2	1	-5	1	1	0	0
O=C(O)c1ccc2c(c1)C(=O)N(c1cccc(S(=O)(=O)Nc3cccc(C(F)(F)F)c3)c1)C2=O	5	0	1	6	0.94	-5	-2	-7
Cc1ccc(SCC(=O)OCC(=O)NC2(C#N)CCCCC2)cc1	9	-3	1	-7	1.1	9	1	-8
Cc1ccc(NC(=O)C2CC(=O)N(CCc3ccccc3)C2)c(C)c1 (configuration not stated)	-1	1	0.99	4	0.96	5	3	-2
Cc1ccc(CSc2ncnc3onc(C)c23)cc1	-6	15	0.85	13	0.87	-3	-1	-8
CC(=O)c1c(C(C)=O)c(C)n(-c2ccc(N)c(C)c2)c1C	1	-2	1	-6	1.1	-13	-1	3
COc1ccc(-n2c(=S)[nH]c3ccccc3c2=S)cc1	13	11	0.89	15	0.85	-12	-3	-6
CC(=O)C1=C(C)NC(=O)NC1c1cccc(O)c1 (configuration not stated)	0	-2	1	-13	1.1	-7	4	-1
Cc1cc(F)ccc1NC(=S)NCCc1ccccc1	0	-4	1	-12	1.1	-20	-3	8
O=C(CSc1nnc(-c2ccccc2)o1)NC(=O)Cc1ccccc1	-3	10	0.9	-12	1.1	12	-4	0
COc1cccc(/C=N/n2c(C3CCCCC3)n[nH]c2=S)c1O	3	5	0.95	4	0.96	26	-4	-2
CCCCN(C)C(=O)c1ccc(S(=O)(=O)N2CCOCC2)cc1	-9	-3	1	-3	1	0	-1	1
COc1cc(NC(=O)Cc2ccccc2)ccc1NC(=O)c1ccccc1	-6	-6	1.1	-11	1.1	13	-7	-3
O=C(O)CC(SCc1ccc(C(=O)O)o1)C(=O)O (configuration not stated)	0	-15	1.2	-8	1.1	12	-2	-3
COC1=CC(=O)C(O)=C(CCCCCCC/C=C/CCCCCCCC2=C(O)C(=O)C=C(OC)C2=O)C1=O	31	28	0.72	-25	1.3	-27	80	52*
C/C=C\C=C/C(=O)Nc1cccc(C2=NOC3(C2)C[C@@H](C(N)=O)N(C(=O)c2ccccc2)C3)c1 (some centres not stated)	.	10	0.9	-6	1.1	.	-4	.

A stretch from the list above, as a working copy:
SMILES	HKDC1 inhibitor	mIAP inh	mIAP act	hIAP block	hIAP act	PfGluPho inh	APOBEC3A inh	ATG4B inhibitor
O=C(O)c1ccc2c(c1)C(=O)N(c1cccc(S(=O)(=O)Nc3cccc(C(F)(F)F)c3)c1)C2=O	5	0	1	6	0.94	-5	-2	-7
Cc1ccc(SCC(=O)OCC(=O)NC2(C#N)CCCCC2)cc1	9	-3	1	-7	1.1	9	1	-8
Cc1ccc(NC(=O)C2CC(=O)N(CCc3ccccc3)C2)c(C)c1 (configuration not stated)	-1	1	0.99	4	0.96	5	3	-2
Cc1ccc(CSc2ncnc3onc(C)c23)cc1	-6	15	0.85	13	0.87	-3	-1	-8

Entries of single compounds, quoted from the list. Values in the order: HKDC1 inhibitor	mIAP inh	mIAP act	hIAP block	hIAP act	PfGluPho inh	APOBEC3A inh	ATG4B inhibitor
Shown for O=C(O)CC(SCc1ccc(C(=O)O)o1)C(=O)O (configuration not stated) = 0	-15	1.2	-8	1.1	12	-2	-3
Shown for CC(=O)c1c(C(C)=O)c(C)n(-c2ccc(N)c(C)c2)c1C = 1	-2	1	-6	1.1	-13	-1	3
Shown for COc1ccc(-n2c(=S)[nH]c3ccccc3c2=S)cc1 = 13	11	0.89	15	0.85	-12	-3	-6

The results go on:
SMILES	HKDC1 inhibitor	mIAP inh	mIAP act	hIAP block	hIAP act	PfGluPho inh	APOBEC3A inh	ATG4B inhibitor
Cc1ccc2c(c1)NC(=O)C(CC(=O)NCCCN1CCN(c3cc(Cl)ccc3C)CC1)O2 (configuration not stated)	2	-1	1	8	0.92	8	-5	-14
N#C/C(=C\c1cc(Cl)c(OCc2ccc(Cl)cc2)c(Cl)c1)C(N)=O	.	15	0.85	-6	1.1	.	0	.
CC(C)CCN(C(=O)CNC(=O)c1cccs1)C(C(=O)NC1CCCC1)c1ccncc1 (configuration not stated)	-1	-13	1.1	-2	1	-11	4	-3
COc1cccc(-c2nc(CS(=O)(=O)CC(=O)NCCCN3C(C)CCCC3C)c(C)o2)c1 (configuration not stated)	0	-2	1	17	0.83	-4	-1	1
Cc1nn(Cc2c(Cl)cccc2Cl)c(Cl)c1/C=N/NC(=O)c1cccnc1	-4	-4	1	4	0.96	2	1	-3
COc1ccc(N2C(=O)CNC2=S)cc1	9	24	0.77	-8	1.1	-7	1	4
NC(=O)[C@@H]1CCCN1C(=O)c1cc(COc2ccc3c(c2)CCCC3)on1	-3	-2	1	-32	1.3	3	-2	1
CN(Cc1ccccc1)Cc1nc2c([nH]1)c(=O)[nH]c(=O)n2C	0	10	0.9	16	0.84	-14	0	3
NC(=S)Nc1cccc(O)c1	1	10	0.9	-1	1	-7	-4	1
CCCP(=O)(CCC)CCP(=O)(c1ccccc1)c1ccccc1	-11	-10	1.1	1	0.99	-3	-2	-5
Cc1nnsc1SCCNC(=O)c1c(F)cccc1F	-8	-12	1.1	-18	1.2	-1	-1	-3

In another format: entries from further up
HKDC1 inhibitor | mIAP inh | mIAP act | hIAP block | hIAP act | PfGluPho inh | APOBEC3A inh | ATG4B inhibitor | smiles
-4 | -7 | 1.1 | 0 | 1 | -3 | -1 | -4 | CCS(=O)(=O)N1Cc2ccccc2CC1C(=O)Nc1ccc(F)cc1 (configuration not stated)
1 | 3 | 0.97 | 0 | 1 | -6 | -1 | 8 | CC(C)(C)CN1CCNC(=O)C1CC(=O)NC1Cc2ccccc2C1 (configuration not stated)
-3 | 16 | 0.84 | -9 | 1.1 | 1 | 3 | 6 | Cc1ccnc(NC(=S)NC(=O)/C=C/c2ccco2)c1
-2 | -14 | 1.1 | 4 | 0.96 | 0 | -1 | -9 | COc1ccc(CC(=O)Nc2nc(-c3ccc(OC)c(OC)c3)cs2)cc1OC
-4 | 1 | 0.99 | 3 | 0.97 | 2 | 1 | 15 | O=C(Nc1ccccc1C(F)(F)F)N1CCN(C(c2ccccc2)c2ccccc2)CC1

Assay outcomes deposited in PubChem BioAssay by Sanford-Burnham Center for Chemical Genomics.

Rows were taken by chance; any-hit rate near 2.4%.
